# Rac1 GTP hydrolysis: MgcRacGAP GTPase-activating activity inhibitors, confirmation, biochemical, ADP Hunter fluorescence | one-dose inhibition, % at 30 µM; IC50 in µM for titrated hits | 340,000 tested, 0.6% active | MgcRacGAP-stimulated Rac1 GTP hydrolysis, ADP Hunter fluorescence; higher % means a stronger effect; GST-tagged Rac1 F28L mutant substrate | AID 624330, 2012;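 active means first-screen hits whose inhibition reached a set limit at any dose in the follow-up dose series; inconclusive means inhibition above the set first-screen limit but never retested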;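 further: fluorescence reports GDP produced by GAP-driven GTP hydrolysis; strong numbers were not always called active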
# T cell HTS: modulators of CD8 T cell-vesicle binding, primary screen, mouse 2C CD8+ T cells, flow cytometry; 330,000 tested, 0.068% active; 2C CD8+ T cell-vesicle binding; active compounds read low; calls only at 7 µM;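 active means response, share of CD8 T cells binding vesicles, and their 90th percentile fluorescence all below set limits, cut at about 80% in these data, passing the limit was not always enough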
#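 incubation = binding step 1.5 h, 37 °C, antibody labelling 20 min, ice | test system = 2C mouse CD8+ T cells | read-out basis = percent CD8+ FL2 mean versus row control | controls = Peptide-free naked vesicles (low) and QL9 vesicles with 0.7% DMSO vehicle (high) | detection = flow cytometry of vesicle-bound cells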
# PhoP inhibition: inhibitors of PhoP regulon expression, primary screen, Salmonella Typhimurium, GFP reporter (AID 1863). S. Typhimurium PhoP-regulated promoter GFP reporter, 4 h; higher % means a stronger effect. 300,000 tested, 0.16% active. inhibition, % at 50 µM, or IC50 in µM where a hit was titrated;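 active means inhibition over 29.93%, a cutoff 3 SD above the screen mean, later confirmed by dose response; inconclusive means inhibition over 29.93% but no dose response follow-up; inactive means inhibition at most 29.93% or unconfirmed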;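 further: 0% = low Mg2+ inducing control and 100% = high Mg2+ repressing control; strong numbers were not always called active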
# TNAP activation fold: human TNAP enzyme activators, primary screen, biochemical, luminescent, no phosphate acceptor, uHTS (AID 1001); purified TNAP, luminescent activation assay, no phosphate acceptor; higher activation fold means a stronger effect; Alkaline phosphatase, tissue-nonspecific isozyme (Homo sapiens); activation fold at 20 µM, or EC50 in µM where a hit was titrated; 200,000 tested, 0.03% active; in the data active means activation fold from about 3, or a potency from the dose series; inactive means the rest, 99 in 100 with activation fold below about 1.6; further: many of its hits are not listed in these tables
# NTR1 agonist: agonists of NTR1, primary screen, imaging, U2OS cells, beta-arrestin-GFP, high content (AID 493036) | Neurotensin receptor type 1 (Homo sapiens), P30989 | NTR1-U2OS beta-arrestin-GFP spot imaging, agonist mode | activation, % at 20 µM | 330,000 tested, 0.17% active;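 active means activation at or above 40% of the spot to cytoplasm intensity ratio, with at least 20 cells analyzed; inconclusive means wells under 20 cells, flagged as cytotoxic or low count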;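 further: 0% = DMSO without peptide and 100% = 100 nM NTR1 peptide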
# Target sequence (P30989 whole entry, looked up): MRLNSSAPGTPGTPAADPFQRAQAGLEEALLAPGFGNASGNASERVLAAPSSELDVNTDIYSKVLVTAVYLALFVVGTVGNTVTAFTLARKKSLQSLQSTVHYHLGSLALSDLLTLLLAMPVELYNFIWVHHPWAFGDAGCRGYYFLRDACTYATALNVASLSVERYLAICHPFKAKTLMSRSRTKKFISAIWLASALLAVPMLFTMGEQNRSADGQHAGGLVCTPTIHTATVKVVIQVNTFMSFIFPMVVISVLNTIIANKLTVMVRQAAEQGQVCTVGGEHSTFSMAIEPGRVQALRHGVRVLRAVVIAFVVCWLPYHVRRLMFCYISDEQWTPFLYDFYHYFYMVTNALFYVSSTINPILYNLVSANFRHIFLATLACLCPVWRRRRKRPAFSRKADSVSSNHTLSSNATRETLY
# RSV antiviral HEp-2: RSV antiviral activity via CPE protection, HEp-2 cells, primary 10 µM value included (AID 2391); 310,000 tested, 0.13% active; one-dose CPE inhibition, % at 10 µM; IC50 in µM for titrated hits; HEp-2 cells, RSV-induced CPE inhibition; higher % means a stronger effect; in the data active means a potency from the dose series; inconclusive means CPE inhibition mostly from about 23% at the one dose, without a potency; inactive means the rest, 99 in 100 with CPE inhibition below about 21%; further: strong numbers were not always called active
# Myeloid diff 2: induction of myeloid progenitor differentiation, primary screen, cell-based, flow cytometry, MLPCN library. calls only at 10 µM. 360,000 tested, 1% active. ER-HoxA9 myeloid progenitors, lysozyme-GFP differentiation;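 active means normalized GFP-positive differentiation at or above the plate's own cutoff, the solvent-only control mean plus 3 SD; inconclusive means no clear call, values can overlap the other calls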;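 further: cells exposed to compound for four days before flow analysis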
# K1F lysis inhibition: inhibition of K1F phage lysis, E. coli UTI89, bacterial capsule biogenesis inhibitors, alamar blue (AID 488966); E. coli UTI89 K1F phage lysis, alamar blue, 2 h; higher % means a stronger effect; inhibition, % at 100 µM, or IC50 in µM where a hit was titrated; 340,000 tested, 0.02% active;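 active means phage lysis inhibition, versus mean bacterial control, above a set limit; inconclusive means no clear call, values can overlap the other calls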;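 further: capsule biogenesis inhibitors block K1F phage lysis so surviving cells raise fluorescence; higher fluorescence means more inhibition of phage lysis; actives were called in the ten point dose series up to 300 µM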
# Large T inhibition: SV40 large T antigen inhibitors, biochemical (AID 1903); SV40 large T antigen ATPase/helicase inhibition assay; higher % means a stronger effect; 310,000 tested, 0.39% active; inhibition, % at 20 µM; hits with a dose series show IC50 in µM; in the data active means a potency from the dose series; inconclusive means inhibition mostly from about 32% at the one dose, without a potency; inactive means the rest, 99 in 100 with inhibition below about 32%; further: strong numbers were not always called active
# T cell HTS vesicle-bound %: further read-out of T cell HTS, marked with its call; double positive events, %; measured here: CD8+ vesicle-bound cell fraction;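 binding gate set so that unloaded-vesicle control wells show 10% double positive cells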
# NTR1 agonist cell count 20 µM: further read-out of NTR1 agonist, marked with its call; cell count; measured here: cell count, cytotoxicity flag
# Myeloid diff 2 GFP+ MAC1+ %: recorded beside Myeloid diff 2, whose call it bears; GFP+ MAC1+ double positive, %; measured here: differentiation confirmed by MAC1 staining
# Numbers without * were called inactive; i = inactive; ? = inconclusive; · = no result given; + = active, no number; [ ] = another dose, or the depositor's remark. Compounds were not picked by outcome. About 2.3% of those tested had a hit in this group.
# Order of results: Rac1 GTP hydrolysis	T cell HTS	T cell HTS vesicle-bound %	PhoP inhibition	TNAP activation fold	NTR1 agonist	NTR1 agonist cell count 20 µM	RSV antiviral HEp-2	Myeloid diff 2	Myeloid diff 2 GFP+ MAC1+ %	K1F lysis inhibition	Large T inhibition
CC(C)COC(=O)n1ccc(C(=O)N2CCCCC2)n1
→ 4%	i	19	1%	0.9	1.4	53	0.5%	i	2.6	7.1%	16%
CCOC(=O)CC1=CC(=O)Nc2ccccc2N1
→ 9%	i	7	3%	1.1	-1.1	45	-2.1%	i	1.2	0.2%	5%
CCCNC(=O)c1cccc(NC(=O)C(C)C)c1
→ 5%	i	57	-7%	1	1.0	73	1.1%	i	0.1	-0.1%	-3%
O=C(OCC(=O)N1CCCCCC1)c1cccc(Cl)c1
→ 2%	i	40	·	·	-0.2	70	3.0%	i	0.1	0.8%[50 µM]	·
CCCC1Nc2ccc(C(=O)O)cc2C2C=CCC12 (stereo not given)
→ ?	i	24	-19%	1	·	·	2.4%	i	0.5	0.3%	50%
CC(=O)c1cc2c(cc1NC(=O)c1ccccc1C)OCO2
→ ·	i	66	8%	1.1	0.8	56	1.6%	·	·	·	-2%
C=CCNC(=O)Cc1ccc(S(=O)(=O)N2CCOCC2)s1
→ 7%	i	41	·	·	0.5	70	0.8%	i	0.3	0.4%[50 µM]	·
COc1ccc2oc(C(=O)C3CC3)c(N)c2c1
→ 12%	i	46	10%	1.1	-0.5	63	7.7%	i	1.5	1.9%[50 µM]	13%
Cc1ccccc1OCC(=O)NNC(=O)CSc1nc(N)cc(N)n1
→ 3%	i	62	3%	1.5	0.6	34	-0.2%	i	0.2	-0.5%	2%
O=C(c1cc(F)cc2c1OCOC2)N1CCN(c2ccc(F)cc2)CC1
→ 5%	i	24	0%	·	0.7	43	1.6%	i	0.5	0.2%	15%
COc1ccc(C2CC(=O)C3=C(C2)Nc2ccccc2N(C(=O)CCC(=O)O)C3c2ccc(F)cc2)cc1OC (stereo not given)
→ 0%	i	53	-4%	·	-1.9	56	0.8%	i	0.6	0.3%	7%
O=S1(=O)CCOC[C@H](Cc2ccccc2)N1Cc1cccc(F)c1
→ 9%	i	46	1%	·	2.7	85	0.4%	i	2.3	0.7%	23%
COc1ccc(Br)cc1/C=N/N1CCN(Cc2ccccc2)CC1
→ 2%	i	27	-5%	·	5.0	43	·	i	0.3	-0.5%	10%
O=C(Cn1c(=O)oc2ccccc21)Nc1nc(-c2ccccc2)cs1
→ 3%	i	15	-9%	1.1	2.3	61	0.7%	i	8.0	1.7%	23%
O=C(NCc1ccc(F)cc1)C(C(=O)NCc1ccc(F)cc1)c1ncc(C(F)(F)F)cc1Cl
→ 9%	i	1	-7%	1.1	-0.8	37	1.4%	i	0.9	0.2%	4%
c1ccc(C2=Nn3c(nnc3-c3ccccn3)SC2)cc1
→ -14%	i	26	10%	1	0.2	80	0.3%	i	3.8	1.7%	2%
COCCNC(=O)C(c1ccc(C)o1)N(C(=O)c1snc(C(N)=O)c1N)c1cc(C)cc(C)c1 (stereo not given)
→ 0%	i	40	4%	1.1	0.1	42	-0.2%	i	4.8	0.6%	23%
CCOC(=O)CC(=O)CSc1nc2ccccc2c(=O)n1-c1ccc(C(=O)N2CCOCC2)cc1
→ -4%	i	11	4%	1.2	-0.6	65	2.5%	i	6.8	7.8%	-6%
CCCc1cc(C(=O)OC)c(NC(=O)c2cc(C)on2)s1
→ 11%	i	44	2%	1	1.8	84	1.9%	i	1.0	1.0%	5%
CCOC(=O)c1nn(-c2ccc(Cl)cc2C)ccc1=O
→ 1%	i	34	3%	·	0.2	51	-0.6%	i	0.3	0.1%	18%
COc1ccc(CNC(=O)C2CCN(c3nn4c(=O)cc(C)nc4s3)CC2)cc1
→ 13%	i	28	-2%	·	0.7	63	-1.6%	i	0.5	0.6%	9%
CC1=C(OC(=O)c2ccc(Br)cc2)C(C)(C)C(c2ccccc2)OC1=O (stereo not given)
→ 7%	i	12	-12%	1.1	4.2	59	1.9%	i	2.3	0.2%	8%
COc1ccc(-n2cc(-c3ccc(OC)c(OC)c3)[nH]c2=S)cc1
→ 14%	i	26	2%	1.1	1.8	62	1.4%	i	0.5	0.4%	?
COc1ccccc1-c1oc2ccccc2c1C#CC(C)(C)O
→ 11%	i	32	·	·	8.3	51	-0.2%	i	1.1	0.0%	·
Cc1ccc(S(=O)(=O)CCC(=O)OC2CC(C)OC2=O)cc1 (stereo not given)
→ 1%	i	41	·	·	-1.7	66	·	i	0.0	0.8%[50 µM]	·
COc1ccccc1C(=O)Nc1ccnn1C1CCN(C(=O)c2cnsn2)CC1
→ 6%	i	5	-6%	·	0.2	67	2.0%	i	1.0	0.0%	1%
CC(=O)c1c(C)[nH]c(C(=O)OCC(=O)NCc2ccc3c(c2)OCO3)c1C
→ 1%	i	37	·	·	1.6	52	0.3%	+	1.8*	0.7%[50 µM]	·
CCc1ccccc1NC(=O)c1cccs1
→ 9%	i	21	6%	1.1	0.1	87	2.1%	i	0.7	0.2%	2%
COC(=O)Cn1c(N2CCCC2)nc2c1c(=O)n(C)c(=O)n2C
→ 9%	i	45	3%	·	-0.5	72	1.5%	i	0.4	-0.2%	0%
CC(NC(=O)Cc1ccccc1)C(c1ccccc1)N1CCOCC1 (stereo not given)
→ 3%	i	36	1%	1.1	0.2	37	-1.4%	i	0.1	0.2%	2%
Cc1cc(/C=C2\C(=N)N3N=C(CC(=O)N4CCOCC4)SC3=NC2=O)c(C)n1Cc1ccccc1
→ ·	i	14	-7%	·	-0.6	55	·	i	0.1	·	16%
O=C(NN1C(=O)NC2(CCCCC2)C1=O)c1cc2ccccc2o1
→ -1%	·	·	·	·	0.1	94	1.2%	i	0.7	0.6%[50 µM]	·
Cc1ccc(S(=O)(=O)CCC(=O)NNC(=O)CN(C)S(=O)(=O)c2ccc(C)cc2)cc1
→ 6%	i	8	·	·	1.6	61	·	i	2.3	4.7%	·
COCC(=O)Nc1ccc(Br)cc1C
→ 3%	i	49	-5%	1.1	-1.2	56	0.0%	i	0.4	0.5%	9%
C=CCn1sc(N)c(C(=O)OCC)c1=S
→ 13%	i	24	3%	1.2	0.3	51	28%	i	0.8	0.1%	8%
O=C(CN1C(=O)C2CC=CCC2C1=O)Nc1nnc(SCc2ccc(Cl)cc2)s1 (stereo not given)
→ 9%	i	43	3%	1.1	-1.9	58	2.0%	i	1.5	-0.3%	10%
COC(=O)c1ccc(CSC2=NC[C@@H]3[C@@H]4C(=O)N(Cc5ccccc5)C(=O)[C@@H]4[C@](C)(C(=O)OC)N23)cc1
→ 8%	·	·	·	·	1.1	50	·	i	0.4	0.0%	·
CC/C(=N\N=C(/CC)c1ccccc1N)c1ccccc1N
→ 6%	i	10	·	·	4.2	70	0.6%	i	1.0	1.2%	12%
CCN(CC)c1ccc(C2CC(=O)Nc3cc(OC)c(OC)cc32)cc1 (stereo not given)
→ 5%	i	43	-4%	1.1	1.6	68	2.8%	i	1.2	-0.1%[50 µM]	25%
CCOC(=O)C1CCN(C(=O)COC(=O)CSc2ccc([N+](=O)[O-])cc2)CC1
→ 10%	i	7	2%	·	0.4	59	-1.0%	i	1.2	1.1%[50 µM]	46%
CC1(C)CC(=O)C/C(=N/NC(=O)COc2ccc3ccccc3c2Br)C1
→ 9%	i	18	-6%	·	2.0	62	3.8%	i	0.3	0.0%	9%
CC1(C)CC(=O)c2c(O)cc(OCC(=O)N3CCN(c4ccc(F)cc4)CC3)cc2O1
→ 8%	i	18	2%	·	-1.1	57	12%	i	5.5	0.4%	4%
CCCC(=O)Nc1ccc2c(c1)nc(CN1CCN(C(=O)OCC)CC1)n2CC
→ 0%	i	64	3%	·	-0.3	89	-2.5%	i	1.6	0.1%	1%
CCOC(=O)c1ccc(Oc2nc(N(C)C)nc(N(C)C)n2)cc1
→ 8%	i	26	-8%	1	1.0	59	4.4%	i	0.9	-1.2%	12%
Cc1cc(C)cc(C(=O)Nc2nnc(SCC(=O)NCC3CCCO3)s2)c1 (stereo not given)
→ 5%	i	55	6%	·	-0.4	47	-0.6%	i	0.5	0.8%[50 µM]	2%
Cc1ccc(Nc2nnc(SCC(=O)Nc3cccc(S(=O)(=O)NC4=NCCCCC4)c3)s2)c(C)c1
→ 10%	i	44	-6%	1.2	2.1	71	?	i	0.8	-0.4%[50 µM]	12%
C/C=C(\C)CN1CCN(c2ccccc2)CC1
→ 8%	i	57	16%	1	0.5	36	0.4%	i	0.2	-0.1%	-2%
CCc1c(C)nc2ncnn2c1NCCc1ccc(OC)c(OC)c1
→ 12%	i	21	-11%	1.1	3.3	58	-0.6%	i	0.8	4.8%	1%
COc1ccc(OCCCC(=O)OC(C)C(=O)Nc2ccc(S(N)(=O)=O)cc2)cc1 (stereo not given)
→ 3%	i	28	-2%	·	0.8	66	-1.7%	i	1.2	2.0%[50 µM]	10%
Cc1cc(S(=O)(=O)NCC2CC2)c(Cl)cc1Cl
→ 7%	i	10	-5%	·	0.4	87	0.2%	i	0.9	0.2%	8%
O=C1OCC2=C1C(c1ccc(F)cc1)CC(=O)N2c1ccccc1 (stereo not given)
→ -3%	i	44	-3%	1.1	-1.6	70	4.0%	i	0.9	0.1%	5%
O=C(COC(=O)CCC1CCCC1)Nc1ccc(Cl)cn1
→ 5%	i	41	-10%	1.1	3.3	33	2.4%	i	1.5	0.5%	6%
COc1ccc(CCNC(=O)C2CC3Cn4c(nc5ccccc54)C3N2Cc2ccccc2)cc1 (stereo not given)
→ 3%	i	24	·	·	-0.2	54	-1.5%	i	1.3	-0.7%	11%
COc1ccc(C(=O)N2CCN(c3ccc(N4CCOCC4)nn3)CC2)cc1OC
→ 0%	i	34	-7%	·	1.0	61	-1.4%	i	1.1	1.1%[50 µM]	13%

# Screens deposited in PubChem BioAssay by several laboratories.
